Screening results (PubChem)
RXFP1 ag = activates the human relaxin receptor RXFP1; Q9HBX9; AID 2676; Potency, µM (titrated, usually from 57.5 µM), inactives show top-dose activation, most hits filed as activators; 370,000 compounds, 0.3% hits; HEK293T-RXFP1 cAMP TR-FRET, 30 min; response scale: percent of porcine relaxin response, buffer zero; note: potency is the fitted concentration of half-maximal effect; % is set by controls: 0 for no effect and ±100 for the full control effect; nearly all actives have a fitted effect of over 60% in size; many of its hits are not listed in these tables
Target sequence (Q9HBX9 whole entry, looked up): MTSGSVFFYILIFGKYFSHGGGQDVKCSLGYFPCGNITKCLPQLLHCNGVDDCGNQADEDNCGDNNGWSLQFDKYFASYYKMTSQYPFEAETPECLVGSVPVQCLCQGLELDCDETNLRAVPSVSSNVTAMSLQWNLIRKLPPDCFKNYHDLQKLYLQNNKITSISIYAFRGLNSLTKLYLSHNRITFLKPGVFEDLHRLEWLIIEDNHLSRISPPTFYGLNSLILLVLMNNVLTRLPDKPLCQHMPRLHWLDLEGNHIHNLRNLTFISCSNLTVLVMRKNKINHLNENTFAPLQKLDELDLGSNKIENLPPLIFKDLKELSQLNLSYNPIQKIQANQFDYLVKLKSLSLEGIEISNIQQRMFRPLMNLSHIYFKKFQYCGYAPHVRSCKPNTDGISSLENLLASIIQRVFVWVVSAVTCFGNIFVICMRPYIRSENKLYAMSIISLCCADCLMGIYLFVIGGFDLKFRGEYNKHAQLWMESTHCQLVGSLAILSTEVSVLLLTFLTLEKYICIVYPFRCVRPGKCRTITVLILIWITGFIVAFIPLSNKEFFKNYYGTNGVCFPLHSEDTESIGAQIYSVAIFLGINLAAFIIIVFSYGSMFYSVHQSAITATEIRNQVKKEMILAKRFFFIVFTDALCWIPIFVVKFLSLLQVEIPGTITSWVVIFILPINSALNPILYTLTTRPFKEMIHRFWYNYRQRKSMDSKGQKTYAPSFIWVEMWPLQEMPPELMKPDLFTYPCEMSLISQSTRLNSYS
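Agonist response is measured as cAMP accumulation in an RXFP1-transfected HEK293T line under PDE4 inhibition. Values are scaled between buffer-only and 29 nM porcine relaxin, and EC50s come from standard Hill equation fits.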
Vif-APOBEC3F blk = Vif-A3F binding inhibition; HeLa A3F-eYFP + Vif (tagged APOBEC3F with the HIV-1 protein that degrades it), YFP fluorescence increase; Potency, µM (series often up to 46.1 µM), without a hit: at the top dose activity, negative = active; 390,000 compounds, 0.2% hits; AID 602313; note: potency is the fitted concentration of half-maximal effect; % of control where 0% means no effect; nearly all actives have a fitted effect of over 65% in size
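HeLa cells stably expressing A3F-eYFP plus Vif, plated and incubated overnight at 37 deg C, then exposed to compounds overnight at 37 deg C. Blocked degradation read as raised yellow fluorescence (Ex 488/Em 500-530).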
Vif-A3G inh = Vif-A3G binding inhibition | Q9HC16 | HeLa A3G-eYFP + Vif (tagged APOBEC3G with the HIV-1 protein that degrades it), YFP fluorescence, overnight | Potency, µM (titrated, usually from 46.1 µM), for inactives: top-dose activity, negative = active, usual class: inhibitors | 410,000 compounds, 0.076% hits;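 note: potency is the fitted concentration of half-maximal effect; % is set by controls: 0 for no effect and ±100 for the full control effect; nearly all actives have a fitted effect of over 60% in size; hits raise eYFP signal because A3G escapes Vif-driven loss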
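HeLa cells stably expressing Vif and C-terminally eYFP-tagged A3G, seeded overnight at 37 deg C, then exposed to compound by pintool overnight at 37 deg C. Rise in yellow fluorescence (Ex 488/Em 500-530, Acumen) marks blocked Vif-driven A3G degradation.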
D1 antagonist = blocks dopamine activation of the human D1 receptor. P21728. HEK293 TREx D1 cells, calcium flux, dopamine EC80; stronger effect = lower value. activity change, negative = inhibition, % at 10 µM. 360,000 compounds, 3.2% hits. AID 504652; in the data active = activity change below about -30%; note: % is set by controls: 0 for no effect and ±100 for the full control effect
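Allosteric or orthosteric antagonism assessed as attenuation of the calcium response to EC80 dopamine, added 180 s after compound, in induced HEK293 Trex D1 cells loaded with no-wash calcium dye.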
D1 PAM = enhances dopamine response at the human D1 receptor; P21728; HEK293 TREx D1 cells, calcium flux, dopamine EC20 potentiation; potentiation, % at 10 µM; 360,000 compounds, 0.036% hits; AID 504651; in the data active = potentiation above about 30%; note: 0% is about no effect
GRP78 ERSR act = induces the endoplasmic reticulum stress response in human glioma cells; U87-MG GRP78 promoter luciferase reporter, 16 h; Potency, µM, for the others: at the highest dose activation, actives largely listed as activators; 420,000 compounds, 0.02% hits; note: potency is the fitted concentration of half-maximal effect; series mostly up to about 76 µM; % of control where 0% means no effect; nearly all actives have a fitted effect of over 35% in size
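Stably transfected U87-MG human glioma cells carrying a GRP78-based luminescent sensor were seeded at 1000 cells/well, pin-dosed with compounds and incubated 16 h. Luciferase reagent was then added, and end-point luminescence was read after 10 min at room temperature.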
D1 agonist = agonists of human D1 dopamine receptor | activation, % at 2 µM | HEK293 T-REx D1 cells, calcium flux, agonist mode | P21728 | AID 504660 | 360,000 compounds, 1% hits; in the data active = activation above about 30%; note: 0% is about no effect
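Inducible HEK293 T-REx D1 cells, force-coupled to calcium signalling, were plated at 4000 cells/well with tetracycline and held overnight at 30 C. After no-wash calcium dye loading, compound-evoked calcium rise over 180 s flagged agonists.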
D2 PAM = positive allosteric modulators of human D2 dopamine receptor | HEK293 T-REx D2, calcium flux, EC20 dopamine potentiation | 340,000 compounds, 0.34% hits | potentiation, % at 10 µM | P14416;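 active = potentiation over 3 SD above the plate norm, cut at about 30% in these data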; note: 0% is about no effect
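Tetracycline-induced Hek293 Trex D2 cells, force-coupled to calcium, loaded with no-wash calcium dye. Compound added with 180 s kinetic read for agonism, then EC20 dopamine and a further 180 s read for potentiation.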
LDHA block = inhibitors of human lactate dehydrogenase A; P00338; purified LDHA, NADH/diaphorase-resazurin fluorescence; stronger effect = lower value; activity change, % (values are at about 110 or 230 µM); 480,000 compounds, 0.15% hits; AID 1347041; in the data active = activity change below about -30%; inconclusive = mostly about -25% to -30%;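 note: plate controls were DMSO wells for no effect and wells without enzyme for full effect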
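Enzyme activity of human lactate dehydrogenase 5 (2 nM; 0.06 mM NADH, 0.2 mM pyruvate, 5 min, RT) is measured via a resazurin/diaphorase fluorescence readout of residual NADH.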
* hit, by the source's call; u = inconclusive; x = no result given. Unless noted, calls come from the whole dose curve; as a rule, active = well fitted curve in the direction sought with a large enough effect; inconclusive = small, poorly fitted or top-dose-only effect, or another doubt; inactive = no such curve, though single readings can be large; an effect the other way counts as inactive or inconclusive. This is a subset; count on the stated rates, not on these rows.

item	SMILES	RXFP1 ag	Vif-APOBEC3F blk	Vif-A3G inh	D1 antagonist	D1 PAM
1	O=C(Cc1ccccc1)Nc1cccc(N2C(=O)C=CC2=O)c1	3.0%	-10%	-25%	-6	-4
2	CN(C)CCCNC(=O)C[C@H]1C[C@H](C(=O)N2CCOCC2)[C@@]2(C)c3[nH]c4ccc(Cl)cc4c3CCN2C1=O	x	-6%	-5%	x	x
3	COc1cccc(Cn2c(Oc3ccccc3)nc3c2c(=O)n(C)c(=O)n3C)c1	1.5%	5%	1%	1	-1
4	CCc1cccc(OCCCCNCCO)c1	-0.1%	-8%	0%	3	-5
5	CC(=O)c1c(C)[nH]c(C(=O)OCc2csc(CC(=O)Nc3ccccc3C)n2)c1C	x	-3%	4%	x	x
6	Cc1ccccc1NC(=S)Nc1cccc([N+](=O)[O-])c1	2.7%	-6%	0%	-4	-7
7	COc1ccc(S(=O)(=O)N2CCN(C(=O)CC3CC4CCC3C4)CC2)cc1 (stereo not given)	0.2%	-3%	1%	4	1
8	COc1ccc(N2CCN(C(=O)COC(=O)COc3cc(C)cc(C)c3)CC2)cc1	-2.5%	-12%	-3%	13	-2
9	CC1=NN(c2ccccc2)C(=O)/C1=C\c1cn(CCC#N)nc1-c1ccc(Cl)cc1	2.2%	-17%	-6%	5	2
10	Cc1ccc(S(=O)(=O)Nc2cc3c(cc2N2CCOCC2)n(C)c(=O)n3C)cc1	0.1%	-24%	-1%	-28	3

item	GRP78 ERSR act	D1 agonist	D2 PAM	LDHA block
1	-14%	5	-4	-6
2	-1%	x	x	-11
3	-4%	1	13	-6
4	2%	5	-12	-21
5	-2%	x	x	1
6	4%	1	-1	-6
7	2%	0	13	-2
8	-5%	3	-7	-1
9	0%	1	15	12
10	-3%	0	0	13

Further records.
item	SMILES	RXFP1 ag	Vif-APOBEC3F blk	Vif-A3G inh	D1 antagonist	D1 PAM
11	Cc1nnn(C23CC4CC(CC(C4)C2)C3)n1	2.1%	2%	2%	10	-8
12	O=C(CCCCCN1C(=O)c2cccc3cccc(c23)C1=O)NC1CCS(=O)(=O)C1 (stereo not given)	9.0%	-7%	2%	-31*	-3
13	O=S(=O)(c1ccccc1Cl)N1CCCC1c1nc(-c2cccc(Cl)c2)no1 (stereo not given)	1.6%	6%	2%	-7	-9
14	S=c1[nH]nc(Cc2ccccc2)n1-c1cccc2ccccc12	1.9%	0%	0%	9	4
15	Cc1cccc(C(=O)Nc2nsc(N)n2)c1	2.1%	-3%	0%	-1	-5
16	NC(=O)[C@@H]1CC2(CC(c3cccc(NC(=O)CC(c4ccccc4)c4ccccc4)c3)=NO2)CN1C(=O)[C@@H]1CCC(=O)N1 (stereo not given in full)	-2.3%	4%	0%	14	2
17	O=C(Cn1c(C(F)(F)F)nc2ccccc21)NCCCN1CCOCC1	0.9%	3%	-3%	7	-4
18	O=C(CN1C(=O)c2ccccc2C1=O)NN1C(=O)c2ccccc2C1=O	-2.2%	-5%	2%	5	0
19	CCCNC(=O)c1ccc(N2CCC3(CC2)CC(c2cccc(Br)c2)=NO3)c(NC(=O)c2ccccc2)c1	-0.8%	-2%	0%	-4	0
20	Clc1ccc(OCCCc2nc(-c3ccncc3)no2)c(Cl)c1	-0.3%	-2%	1%	2	-2

item	GRP78 ERSR act	D1 agonist	D2 PAM	LDHA block
11	-4%	4	-8	-9
12	-1%	1	-1	1
13	-1%	12	2	-3
14	-7%	1	-9	-3
15	-1%	1	-7	-2
16	-3%	3	6	7
17	-3%	0	3	0
18	-3%	2	-4	-5
19	-4%	6	11	1
20	-2%	7	-4	-6

The closing four entries of the section before open the next one:
item	SMILES	RXFP1 ag	Vif-APOBEC3F blk	Vif-A3G inh	D1 antagonist	D1 PAM
17	O=C(Cn1c(C(F)(F)F)nc2ccccc21)NCCCN1CCOCC1	0.9%	3%	-3%	7	-4
18	O=C(CN1C(=O)c2ccccc2C1=O)NN1C(=O)c2ccccc2C1=O	-2.2%	-5%	2%	5	0
19	CCCNC(=O)c1ccc(N2CCC3(CC2)CC(c2cccc(Br)c2)=NO3)c(NC(=O)c2ccccc2)c1	-0.8%	-2%	0%	-4	0
20	Clc1ccc(OCCCc2nc(-c3ccncc3)no2)c(Cl)c1	-0.3%	-2%	1%	2	-2
21	CCC(=O)NCC(c1cccs1)N1CCOCC1 (stereo not given)	0.0%	-4%	1%	-7	17
22	Cc1ccc(SCC(=O)OCC(=O)NC2CCCCCC2)cc1	-0.7%	2%	0%	0	-8
23	Cc1cccc2[nH]c(CN(C)C(=O)C3CCC(=O)N(CCc4ccccc4)C3)nc12 (stereo not given)	-0.8%	2%	0%	-29	4
24	CC(CCc1ccc(O)cc1)NC(c1ccccc1)c1ccc(Cl)cc1 (stereo not given)	-0.6%	-2%	u	-3	-8
25	O=C(c1c(F)c(F)c(F)c(F)c1F)N(Cc1ccccc1)Cc1ccccc1	1.7%	-5%	-2%	-8	-3
26	O=C(Nc1ccncc1)c1cn(-c2ccccc2)nc1-c1cccs1	2.4%	-25%	-4%	-49*	-24
27	O=C(CSc1ccc(Cl)cc1)Nc1cccc(-c2nnc(-c3ccco3)o2)c1	1.4%	5%	0%	-18	4
28	O=C(O)CN1C(=O)/C(=C\c2cc([N+](=O)[O-])ccc2OCc2ccccc2Cl)SC1=S	-2.7%	17%	5%	-1	-4
29	O=C(O)C1CC=CCC1C(=O)NCc1cn2ccccc2n1 (stereo not given)	1.9%	-12%	1%	-26	-14
30	Cc1ccc(N(O)C(=O)NCCCCNC(=O)N(O)c2ccc(C)cc2)cc1	-2.5%	13%	-13%	1	-2

item	GRP78 ERSR act	D1 agonist	D2 PAM	LDHA block
17	-3%	0	3	0
18	-3%	2	-4	-5
19	-4%	6	11	1
20	-2%	7	-4	-6
21	-2%	4	23	-1
22	3%	0	14	-1
23	-2%	2	12	-6
24	3%	14	-6	2
25	0%	6	10	4
26	-2%	17	24	-1
27	-4%	8	1	-8
28	-3%	5	3	5
29	-3%	6	0	-4
30	4%	1	-4	17

(next part)
item	SMILES	RXFP1 ag	Vif-APOBEC3F blk	Vif-A3G inh	D1 antagonist	D1 PAM
31	CC1CCCC(NC(=O)Nc2cccs2)C1C (stereo not given)	0.1%	2%	-4%	-3	1
32	Cc1ccc(Cc2c(C)nc3nc(SCC(=O)NCCCN4CCCC4)nn3c2C)cc1	3.3%	5%	-1%	-4	-4
33	CCN(CC)CCNC(=O)C(=O)NCC1OCCN1S(=O)(=O)c1cccs1 (stereo not given)	x	0%	0%	x	x
34	Cc1cccc(NC(=O)CN(CC2CCCO2)C(=O)c2ccc(S(C)(=O)=O)cc2)c1C (stereo not given)	-2.8%	0%	-3%	7	-8
35	COc1cccc(N2CCN(S(=O)(=O)c3ccc(-c4cc(C(F)(F)F)on4)s3)CC2)c1	1.8%	8%	-4%	-19	-3
36	CN(C)CCCNC(=O)CC1C[C@H](C(=O)N2CCCCC2)[C@@]2(CCc3ccccc3)c3[nH]c4ccccc4c3CCN2C1=O (stereo not given in full)	x	1%	-4%	x	x
37	O=C(Nc1ccc(Cc2ccncc2)cc1)C1CCC(N2C(=O)C3C4C=CC(C5CC45)C3C2=O)CC1 (stereo not given)	-1.5%	2%	-1%	x	-2
38	CCN1CCN(C(=O)CN(CCc2ccccc2)S(C)(=O)=O)CC1	0.4%	1%	0%	-2	-4
39	CCOc1ccccc1NC(=O)COC(=O)C1CCC(=O)N1 (stereo not given)	x	0%	-1%	x	x
40	Cc1ccccc1OCc1nc(C#N)c(N2CCCC2)o1	4.8%	3%	0%	-14	-1

item	GRP78 ERSR act	D1 agonist	D2 PAM	LDHA block
31	-1%	9	-2	-1
32	-5%	2	8	-10
33	-5%	x	x	-8
34	-1%	2	9	-2
35	0%	3	2	-9
36	1%	x	x	5
37	-6%	17	7	-4
38	0%	1	3	0
39	-2%	x	x	-2
40	-5%	1	7	-4

Retrieved one by one from the list above:
item	SMILES	RXFP1 ag	Vif-APOBEC3F blk	Vif-A3G inh	D1 antagonist	D1 PAM
6	Cc1ccccc1NC(=S)Nc1cccc([N+](=O)[O-])c1	2.7%	-6%	0%	-4	-7
2	CN(C)CCCNC(=O)C[C@H]1C[C@H](C(=O)N2CCOCC2)[C@@]2(C)c3[nH]c4ccc(Cl)cc4c3CCN2C1=O	x	-6%	-5%	x	x

item	GRP78 ERSR act	D1 agonist	D2 PAM	LDHA block
6	4%	1	-1	-6
2	-1%	x	x	-11

Continued.
item	SMILES	RXFP1 ag	Vif-APOBEC3F blk	Vif-A3G inh	D1 antagonist	D1 PAM
41	O=C(Nc1ccc(N2CCOCC2)cc1)c1cn2ccccc2n1	-2.9%	-2%	2%	-29	-3
42	O=C1CSC(c2ccccn2)N1c1ccc(Br)cc1 (stereo not given)	-0.5%	6%	-2%	-10	-3
43	CN(C)CCSc1nc(N)c2c3c(sc2n1)COC(C)(C)C3	-1.6%	-6%	-1%	5	4
44	CC(C)c1ccc(S(=O)(=O)c2cnc(SCC(=O)Nc3ccc(F)cc3F)nc2N)cc1	1.3%	-6%	-1%	-7	5
45	Cc1cc(=O)[nH]c(SCC(=O)Nc2cccc3ccccc23)c1C#N	0.3%	0%	0%	-5	-12
46	Cc1ccc2[nH]c(=O)c(CN(CC3CCCO3)C(=O)c3cccs3)cc2c1 (stereo not given)	0.2%	21%	3%	8	1
47	CCOC(=O)Nc1c(C)n(C)n(-c2ccccc2)c1=O	-0.6%	2%	0%	3	1
48	Cc1ccc(Cl)cc1NC(=S)N/N=C/c1cccc2ccccc12	0.5%	-14%	u	38	15
49	CCN(CCO)Cc1csc2ccccc12	-2.4%	0%	1%	-38*	-2

item	GRP78 ERSR act	D1 agonist	D2 PAM	LDHA block
41	-12%	-1	8	-5
42	2%	0	0	-3
43	-2%	-1	-3	11
44	0%	10	-3	0
45	-3%	23	-5	22
46	-2%	0	x	1
47	-5%	3	6	3
48	-5%	6	8	-11
49	-1%	5	13	-7
